# Wnt act: activators of Wnt/beta-catenin signaling; activation, % at 9.35 µM; Wnt/beta-catenin reporter cell assay, activator, plate reader; 1.2% of 300,000 active; in the data active = activation above about 30%, passing the limit was not always enough;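 note: 0% = neutral control wells and 100% = positive control wells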
# MITF act: activators of MITF-driven TRPM1 promoter activity in SK-MEL-5 cells | SK-MEL-5 TRPM1-promoter luciferase, 24 h; % of positive control, neutral wells = 0 | activation, % at 12.5 µM | 0.75% of 300,000 active | AID 588334;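 active = mean activation of at least 80% with every replicate also reaching 80%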;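 note: 0% = neutral control wells and 100% = parthenolide positive control wells; values of inactives mirror those of a sister screen read the other way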
# phage Ecoli inh: E. coli growth loss with phage present; growth absorbance; inhibition, % at 11.9 µM; 0.26% of 360,000 active; in the data active = inhibition above about 11%
# Ecoli viability: reduces bacterial viability in AddAB counter-screen. E. coli V3065 growth, OD600 absorbance, 18 h. inhibition, % at 11.9 µM. 0.27% of 330,000 active;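 active = inhibition above the campaign's mean inhibition across all tested compounds plus 3 SD, cut at about 9.9% in these data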;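 note: uninfected addAB+ strain grown without phage in ampicillin broth; 0% = DMSO wells and 100% = ciprofloxacin 0.95 µg/ml wells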
# AddAB inh: less growth of phage-infected E. coli with AddAB; AID 435030; E. coli expressing H. pylori AddAB, absorbance growth; inhibition, % at 11.9 µM; 0.29% of 330,000 active; in the data active = inhibition above about 12%;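 note: 0% = vehicle wells of infected cells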
# SR-BI HDL uptake: blocks mouse SR-BI lipid uptake from DiI-HDL | Q61009 | ldlA[mSR-BI] CHO cells, DiI-HDL uptake fluorescence, 3 h | inhibition, % at 12.5 µM | 0.96% of 320,000 active | AID 488896;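 active = mean replicate inhibition of at least 70% and a set share of replicates each scoring 70 or more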;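 note: 0% = median of neutral control wells and 100% = median of positive control wells; values of inactives mirror those of a sister screen read the other way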
# Target sequence (Q61009 whole entry, looked up): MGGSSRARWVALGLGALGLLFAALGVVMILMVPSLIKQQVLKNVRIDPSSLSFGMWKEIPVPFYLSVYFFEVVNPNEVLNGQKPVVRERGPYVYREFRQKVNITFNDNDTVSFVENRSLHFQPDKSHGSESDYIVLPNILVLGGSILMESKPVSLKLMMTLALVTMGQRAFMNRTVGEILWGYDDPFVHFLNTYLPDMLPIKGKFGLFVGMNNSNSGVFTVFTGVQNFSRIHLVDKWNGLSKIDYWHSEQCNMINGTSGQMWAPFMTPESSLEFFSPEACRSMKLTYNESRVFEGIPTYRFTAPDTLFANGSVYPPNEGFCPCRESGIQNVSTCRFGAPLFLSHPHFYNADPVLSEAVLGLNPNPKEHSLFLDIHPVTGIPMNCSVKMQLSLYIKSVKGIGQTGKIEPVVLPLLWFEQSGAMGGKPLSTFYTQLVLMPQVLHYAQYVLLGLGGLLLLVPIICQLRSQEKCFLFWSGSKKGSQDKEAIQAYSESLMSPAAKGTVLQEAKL
# CAL PDZ FP-1: human CAL PDZ-peptide interaction inhibition | Q9HD26 | inhibition, % at 20 µM | AID 504414 | purified CAL PDZ, TMR-peptide fluorescence polarization, 1 h | 0.02% of 330,000 active;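 active = highest replicate inhibition of at least 40%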;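 note: plate controls were DMSO neutral control wells for no effect and unlabeled competitor peptide control wells for full effect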
#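 Material: tagged CAL PDZ domain; buffer or medium: 25 mM sodium phosphate pH 7.4, 150 mM NaCl, TCEP, IgG, Thesit; compound dosing: single point, 20 µM; schedule: 1 h incubation at room temperature before polarization reading; measured by: FP readout, S and P plane fluorescence; read-out basis: percent inhibition from loss of millipolarization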
# Tat export inh: blocks Tat-dependent protein export in E. coli. 0.036% of 340,000 active. AID 488895. E. coli MC4100 TorA-mCherry Tat export, fluorescence. inhibition, % at 10 µM;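 active = mean replicate inhibition at least 50% and at least half of replicates individually reaching 50%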;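 note: exported cargo escapes ClpAP degradation while cytoplasmic cargo is degraded and loses fluorescence; 0% = median of neutral control wells and 100% = median of NaSCN control wells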
# SR-BI DiI-HDL act: enhances SR-BI lipid uptake from DiI-HDL. CHO ldlA[mSR-BI] cells, DiI-HDL uptake fluorescence, 3 h; 100 = double the neutral-control signal. activation, % at 12.5 µM. 0.096% of 320,000 active;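 active = mean replicate activation of at least 60% and every replicate at or above 60%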;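 note: 0% = median plate neutral-control signal and 100% = twice that signal; values of inactives mirror those of a sister screen read the other way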
#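 Assay system: LDL receptor-deficient CHO ldlA cells overexpressing murine SR-BI / Medium: BSA-supplemented, HEPES-buffered Ham's F12, pH 7.4 / Probe or stimulus: DiI-labelled HDL at 10 µg/mL final / Timing: compound with DiI-HDL co-incubation, 3 h at 37 °C / Technique: bottom-read cell fluorescence after medium removal, ex 550/em 595 nm / Measure: HDL uptake via cellular fluorescence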
# CAL PDZ FP-2: inhibitors of human CAL PDZ peptide binding | AID 602252 | inhibition, % at 24.9 µM | purified CAL PDZ, TMR-peptide fluorescence polarization, 1 h | 0.92% of 300,000 active;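 active = mean inhibition of at least 30% with at least half of replicates also reaching 30%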;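 note: 0% = DMSO neutral control and 100% = excess unlabeled competitor peptide PRC23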
# Starred values were filed as active, the others as inactive; · = no result given.
mol	AddAB inh	SR-BI HDL uptake	SR-BI DiI-HDL act	MITF act	CAL PDZ FP-1	Wnt act	Ecoli viability	Tat export inh	CAL PDZ FP-2	phage Ecoli inh
Cc1nc(COc2ccccc2Cl)sc1-c1ccnc(N)n1	2.4	30	-30	41	-2.1	-2	-1.9	10	-1	2.5
COc1ccc(SCCN2CC[C@@H](C)CCC2=O)cc1	-0.6	-11	11	58	-0.2	4	0.2	24	-4	2.6
COCCOc1ccc(C(F)(F)F)cc1NC(=O)COC(=O)Cc1c[nH]c2ccccc12	0.5	21	-21	-23	-0.1	-5	-0.3	3	-2	2.3
Cc1ccc(NNC(=S)Nc2ccc(C(C)C)cc2)c(C)c1	4.5	6	-6	-5	1.1	0	-1.6	7	-3	2.1
O=C(O)/C=C/c1cccc2c1OCCO2	3.0	-22	22	0	-1.5	1	-0.3	5	-6	2.9
O=C(COn1nnc2ccc(Cl)cc21)NC12CC3CC(CC(C3)C1)C2	0.8	-4	4	-5	·	·	-1.4	6	-1	3.2
Cc1[nH]c2ccccc2c1-c1csc(NC(=O)CN2CCOCC2)n1	1.8	-6	6	-16	-0.2	4	0.1	-6	·	3.4
O=C(CSc1nnc(C2COc3ccccc3O2)o1)Nc1ccc(F)cc1Cl (stereo not drawn)	0.6	-15	15	4	-0.9	-1	-2.9	-15	1	-0.1
CCOc1ccc(CC2S/C(=N/c3ccccn3)NC2=O)cc1 (stereo not drawn)	-1.7	8	-8	7	-2.9	·	0.2	6	-6	-3.0
Cc1cnc(CNC(=O)c2ccc(OC3CCN(C(=O)C4CC4)CC3)cc2)cn1	-1.2	14	-14	-6	-1.5	-1	-0.9	-4	1	2.4
CCOC(=O)CC(=O)CSc1ccc2nnc(-c3ccccc3)n2n1	2.8	-24	24	3	-1.0	-1	-0.1	-9	-4	-0.1
O=C(O)CCN1C(=O)/C(=C2\C(=O)N(Cc3ccc(F)cc3)c3ccccc32)SC1=S	3.9	-14	14	-3	2.5	1	-2.0	0	-2	-1.1
COc1cc(/C=C/C(=O)OCC(=O)N2CCC(C)CC2)ccc1OCC#N	2.0	44	-44	1	-0.7	-2	-0.3	9	-4	2.2
CCc1ccc(OCC(=O)c2c(O)c3ccccc3oc2=O)cc1	0.0	0	0	21	-1.2	-2	-0.1	-4	-3	4.2
CCCN1CCN(S(=O)(=O)c2ccc3c(c2)OCCO3)CC1	3.2	-20	20	9	-0.2	-1	1.9	4	-4	1.7
O=C(/C=C/c1ccco1)NC(=S)Nc1cc(C(F)(F)F)ccc1N1CCOCC1	-1.3	50	-50	-11	-2.0	-7	0.5	-17	-5	3.0
O=C(COC(=O)c1cccs1)NCCN1C(=O)CSC1=O	3.6	-21	21	-8	-2.0	-3	-0.1	8	-1	1.3
C/C(=C\[C@@H](NP(=O)(c1ccccc1)c1ccccc1)c1ccccc1)CO[Si](c1ccccc1)(c1ccccc1)C(C)(C)C	2.8	-25	25	-13	0.6	-10	0.3	0	0	2.2
COc1ccc(C(=O)Nc2cc(C)cc(C)c2)cc1S(=O)(=O)N1CCOCC1	-0.3	62	-62	·	-2.2	-6	-1.9	14	·	1.7
CC(/C=N/n1cnnc1)=C\c1ccco1	0.4	4	-4	·	-1.1	-1	3.1	6	-4	2.9
CCOC(=O)C1=C(C)N(C[C@@H]2CC[C@@H](Cc3ccc(-c4ccccc4)cc3)O2)C(=O)NC1c1ccc(-c2ccccc2)cc1 (stereo partly drawn)	-0.4	17	-17	-39	0.6	-2	-4.3	-7	-4	0.4
Cc1ccc(S(=O)(=O)CCC(=O)OCC(=O)N2CCN(S(=O)(=O)c3ccccc3)CC2)cc1	2.6	-18	18	-4	-2.2	3	-0.1	-7	-3	-0.4
O=CN/C=C/c1cc(O)ccc1O	1.7	-14	14	-12	-2.8	0	0.2	7	6	3.1
CCN(CC(=O)NCc1ccccn1)S(=O)(=O)c1ccc(Cl)cc1	4.0	10	-10	10	-0.7	0	-0.2	7	0	1.2
CCOc1ccc(NC(=O)NNC(=O)c2ccc(CC)s2)cc1	-0.4	-11	11	-1	-1.4	8	-1.9	8	-3	2.1
COC(=O)CSc1nccc(-c2cccs2)n1	-1.0	-3	3	10	-0.7	3	-3.0	2	-5	2.0
Clc1ccc(-n2nnnc2SCc2cn3ccccc3n2)cc1	-0.5	-8	8	0	-1.1	1	0.2	-4	-2	0.5
CCCN(Cc1nnc(-c2ccccc2Cl)o1)C(=O)c1cc2ccccc2o1	-1.9	-11	11	28	-1.8	5	-1.2	12	-3	3.8
O=C(Cn1ncc2c1-c1ccccc1OC2)N1CCN(c2ccccn2)CC1	-0.2	-55	55	-10	-0.4	-2	2.9	-11	-2	1.7
O=C(c1cc2ccccc2oc1=O)N(Cc1cccs1)Cc1ccccc1Cl	0.4	-17	17	12	0.3	15	-0.2	20	-2	1.7
CC1CN(C(=O)COC(=O)c2ccc(S(=O)(=O)N(C)C)cc2)CC(C)O1 (stereo not drawn)	1.1	-18	18	-3	-0.4	-1	0.9	1	1	-2.2
COc1ccc(CNC(=O)C2CCN(S(=O)(=O)N3CCCCC3)CC2)c(OC)c1	0.5	3	-3	5	-0.8	-1	-2.1	-5	·	0.9
CSc1ccc(CN2CCCN(C)CC2)cc1	4.0	-6	6	-5	-4.2	0	1.0	-5	0	0.0
Cc1ccc(-c2nc3ccccc3c(=O)n2-c2c(C)n(C)n(-c3ccccc3)c2=O)cc1	3.3	10	-10	3	-0.6	9	-0.3	1	·	1.5
Cc1cc(Cl)c(S(=O)(=O)Nc2ccon2)cc1OCC(=O)NC1CCCCC1	-0.8	-20	20	·	-2.2	·	-0.5	4	0	1.7
CCc1nnc(NC(=O)CCC(=O)NCC2CCCO2)s1 (stereo not drawn)	2.0	-35	35	·	-0.3	-2	0.6	-2	-1	0.0
CCN(CC)c1ccc(/C=N\NC(N)=O)cc1	0.3	-13	13	-3	-1.5	2	2.1	0	-1	2.9
CN(C)c1cccc(C(=O)n2cc(C(=O)c3cc(F)ccc3O)cn2)c1	2.7	-14	14	10	0.1	·	0.0	-4	·	0.6
O=C(NC(Cc1ccccc1)C(=O)O)/C(=C/c1ccccc1)NC(=O)c1ccc(Br)o1 (stereo not drawn)	2.5	·	·	-9	-3.6	-1	-1.9	-3	10	-0.7
CCOc1ccc(S(=O)(=O)NN=C2CCN(C(C)=O)CC2)cc1	1.3	·	·	-5	-1.9	-2	3.8	3	13	2.0
CCc1noc(C)c1C(=O)Nc1nc2c(F)cc(F)cc2s1	0.6	-9	9	20	-1.2	-1	-1.8	8	4	0.0
CC(C)CC(=O)Nc1cccc(NC(=O)c2ccccc2Cl)c1	7.8	39	-39	9	-2.0	·	4.0	-6	-9	5.7
COc1ccc(NC(=O)CC23CC4CC(C2)CC(n2nnc(C)n2)(C4)C3)cc1	-0.3	·	·	-1	-2.2	-2	1.1	19	-2	3.5
C=C(C)C(=O)NNc1ccccc1	2.1	-18	18	7	-1.7	-11	3.1	-3	-1	1.2
O=C(COC(=O)c1cccc(C(=O)OCC(=O)c2ccc(Br)cc2)n1)c1ccc(Br)cc1	-0.6	13	-13	0	-1.9	-4	-1.9	-5	1	2.6
CCn1cc(/C=N/NC(=O)c2ccc3c(c2)OCO3)c(C)n1	-0.9	-9	9	-13	-0.3	5	-1.5	-20	·	2.9
O=C(c1ccc(COc2ccc(Cl)cc2Cl)o1)N1CCCC1	·	11	-11	21	-3.6	2	·	6	-3	2.8
COc1cccc(Oc2ccc(S(=O)(=O)N3CCOCC3)cc2[N+](=O)[O-])c1	1.1	30	-30	-5	-1.8	-1	3.1	2	·	2.3
Nc1cccc(Nc2ncnc3ccccc23)c1	-1.4	5	-5	8	-30	0	6.3	-5	-1	0.7
CCOC(=O)c1nnc(-c2cccs2)nc1Oc1ccccc1C(=O)OC	-0.9	-28	28	-6	-1.1	0	0.1	-6	2	2.9

# Next part:
mol	AddAB inh	SR-BI HDL uptake	SR-BI DiI-HDL act	MITF act	CAL PDZ FP-1	Wnt act	Ecoli viability	Tat export inh	CAL PDZ FP-2	phage Ecoli inh
O=C(NCCN1CCOCC1)C(=O)NCc1ccco1	-0.2	-29	29	4	-2.2	-4	-1.1	6	-5	1.6
CC(=O)c1cccc(OCc2cc(C(=O)N(C)Cc3ccc(C)o3)no2)c1	5.6	9	-9	43	-1.2	15	-2.4	1	0	-2.8
COc1ccc(C(=O)NCc2nnc(SCC(=O)N3CCOCC3)o2)cc1	-1.0	-6	6	5	-0.5	0	-2.6	0	-14	3.3
Cn1c(=O)c2c(ncn2CC(=O)OCC(=O)NC2CCCc3ccccc32)n(C)c1=O (stereo not drawn)	2.3	-3	3	-2	-0.8	0	-0.8	-1	3	2.1
CC(O)Cn1cnc2c1c(=O)n(C)c(=O)n2C (stereo not drawn)	0.9	-10	28	2	0.0	-3	0.6	-7	1	3.8
O=C(O)COc1ccccc1/C=N/NC(=O)CSc1nnc(SCc2ccc(Cl)cc2)s1	2.7	·	·	20	-0.9	3	-5.3	3	-10	-2.4
c1ccc(C(c2ccccn2)c2ccccn2)cc1	2.8	-34	34	-8	0.5	-2	0.7	-1	-3	0.4
C/C(=N\O)C(=O)NCCCNCCCN(C)C	-0.6	-9	9	5	-1.4	·	-2.4	-3	-1	1.8
COc1ccc(CCC(=O)NNC(=O)c2ccc(F)cc2)cc1	0.8	·	·	-2	-2.2	-2	-1.8	8	-4	0.4
CC(C)NC(=O)C1CCN(S(=O)(=O)c2ccc(N3CCCC3=O)cc2)CC1	2.1	6	-6	-2	-2.1	0	0.9	-5	-1	1.1
Cc1cccc(Cn2c(O)c(N=NC(=S)Nc3ccccc3F)c3ccccc32)c1	-0.3	15	-15	-28	-2.3	-2	-0.4	-9	-2	0.4
Cc1cc(C)nc(SCC(=O)Nc2ncc3c(n2)CCCC3=O)n1	0.4	7	-7	·	·	-3	-1.3	-10	-5	5.0
O=C1COc2ccc(S(=O)(=O)CCC(=O)N3CCN(c4cccc(Cl)c4)CC3)cc2N1	0.9	11	-11	1	-1.0	-2	-0.7	-1	-3	0.7
COc1ccc(CNC(=S)N/N=C(/C)c2ccccc2)cc1	3.8	·	·	·	·	0	1.8	·	·	2.9
COc1ccc(OCc2nnnn2-c2ccccc2)cc1	0.1	-28	28	4	-0.5	·	-0.8	-8	·	-0.6
C=C1CCN(c2ccc(C(=O)NCc3ccccc3)cc2[N+](=O)[O-])CC1	4.9	10	-10	3	-0.2	-7	-0.9	11	-3	1.4

# From PubChem

# Rows were taken by chance. Share with any hit: about 3.6%.
